Compound activity as filed in PubChem BioAssay.
DT40 TDP1 no CPT = qHTS for Inhibitors of human tyrosyl-DNA phosphodiesterase 1 (TDP1): qHTS in cells in absence of CPT. DT40 Tdp1-/- hTDP1 cells, no CPT, ATP luminescence, 48 h. Potency, µM (top dose mostly 46.2 µM), for inactives: at the top dose activity change, negative = growth inhibition, most hits filed as inhibitors. hit rate 15% among 420,000. AID 686978, 2013; note: nearly all actives have a fitted effect of over 55% in size
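Growth kinetics read by CellTiter-Glo luminescence after ≥48 hr at 37 °C. Cells: DT40 Tdp1-/- stably carrying human TDP1, 400 per well, compound exposure in the absence of CPT (DMSO vehicle).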
DT40 TDP1 CPT = qHTS for Inhibitors of human tyrosyl-DNA phosphodiesterase 1 (TDP1): qHTS in cells in presence of CPT | Potency, µM (doses to about 46.2 µM), without a hit: top-dose activity change, negative = growth inhibition, most hits filed as inhibitors | chicken DT40 Tdp1-/-;hTDP1 cells + 20 nM CPT, ATP luminescence, 48 h | hit rate 12% among 420,000; note: nearly all actives have a fitted effect of over 55% in size
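Chicken DT40 Tdp1-/- cells stably complemented with human TDP1 were seeded at 400 cells/well in medium containing 20 nM camptothecin, exposed to pin-transferred compounds, and grown at 37 °C for at least 48 hr. Viability was read as ATP luminescence.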
TDP1 block = qHTS Assay for Inhibitors of Tyrosyl-DNA Phosphodiesterase (TDP1); Tyrosyl-DNA phosphodiesterase 1 (Homo sapiens), Q9NUW8; recombinant TDP1, AlphaScreen DNA substrate cleavage; Potency, µM (highest dose often 130 µM), without a hit: at the top dose activity change, negative = inhibition, most hits filed as inhibitors; hit rate 0.28% among 350,000; note: nearly all actives have a fitted effect of over 40% in size
Target sequence (Q9NUW8 whole entry, looked up): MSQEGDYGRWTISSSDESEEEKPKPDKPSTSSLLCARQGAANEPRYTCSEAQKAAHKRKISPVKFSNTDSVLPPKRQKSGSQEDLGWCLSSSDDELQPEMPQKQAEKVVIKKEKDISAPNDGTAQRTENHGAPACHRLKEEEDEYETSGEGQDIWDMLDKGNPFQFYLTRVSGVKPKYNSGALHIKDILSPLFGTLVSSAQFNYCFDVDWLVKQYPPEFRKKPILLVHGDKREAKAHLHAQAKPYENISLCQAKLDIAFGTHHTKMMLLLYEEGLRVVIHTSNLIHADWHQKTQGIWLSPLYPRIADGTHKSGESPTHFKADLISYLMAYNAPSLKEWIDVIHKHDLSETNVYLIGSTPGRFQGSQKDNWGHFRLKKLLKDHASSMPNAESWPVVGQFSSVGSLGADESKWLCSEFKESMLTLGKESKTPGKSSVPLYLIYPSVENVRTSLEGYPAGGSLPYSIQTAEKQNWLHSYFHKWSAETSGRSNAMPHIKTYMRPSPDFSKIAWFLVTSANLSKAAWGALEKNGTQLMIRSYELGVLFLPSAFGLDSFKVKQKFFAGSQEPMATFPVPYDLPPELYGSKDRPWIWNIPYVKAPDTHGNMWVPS
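AlphaScreen read-out: signal falls as enzyme removes the 3' tyrosine-FITC from a 5'-biotinylated DNA oligo (15 nM, 5 min, RT). Enzyme was E. coli-made recombinant Tdp1 at 1 nM, exposed to compound for 15 min beforehand; beads 10 ug/ml, 10 min.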
The depositor's hits bear a star; ? = inconclusive; / = no result given; & = joins results of further samples; [ ] = dose if it differs, or a comment. Calls come from the whole dose curve; as a rule, active = well fitted curve in the direction sought with a large enough effect; inconclusive = small, poorly fitted or top-dose-only effect, or another doubt; inactive = no such curve, though single readings can be large; an effect the other way counts as inactive or inconclusive. % is set by controls: 0 for no effect and ±100 for the full control effect; potency is the fitted concentration of half-maximal effect.

SMILES	DT40 TDP1 no CPT	DT40 TDP1 CPT	TDP1 block
CC1=C(C(=O)Nc2cc(C(=O)NCCCOC(C)C)ccc2C)SCCO1	-13%	22%	/
Cc1ccc(S(=O)(=O)CC(=O)c2ccc3c(c2)OCCO3)cc1	-8%	-5%	0%
CSc1ccccc1NC(=O)CN1CCN(c2ccccn2)CC1	?	23µM*	/
CCOC(=O)CC(=O)CSc1ccc2nnc(-c3ccc(F)cc3)n2n1	-21%	-18%	7%
CCOc1ccc(OCC(=O)OCC(=O)NCC2CCCO2)cc1 (stereo not given)	1%	-22%	3%
Cc1cccc(N2CCN(C(=O)Cn3cccc3C(=O)c3ccccc3)CC2)c1C	?	?	9%
COc1cccc(NC(=O)CSc2nnc(-c3ccc(C)cc3)o2)c1	-19%	-6%	1%
O=C(NC1CCCC1)C1CC(=O)N(c2ccccc2)C1 (stereo not given)	0%	3%	/
Cn1nnnc1SCC(=O)Nc1ccccc1C(=O)NCc1ccccc1	-4%	-6%	1%
CCN(CC)C(=O)[C@H]1CC(CC(=O)NCCC2=CCCCC2)C(=O)N2CCc3c([nH]c4ccccc34)[C@]12C (stereo not given in full)	23µM*	23µM*	4%
CC(=O)NCCNc1nc2cc(-c3ccccc3C)sc2c(=O)n1C	-26%	?	/
CCCn1c(SCC(=O)NCc2ccco2)nc2c1c(=O)n(C)c(=O)n2C	-4%	-9%	-6%
CCOc1ccc2cc(C#N)c(SCC(=O)N3CCOCC3)nc2c1	-23%	-1%	-6%
O=C(Nc1ccc2c(c1)OCO2)C1CC(=O)N(c2ccc(F)cc2)C1 (stereo not given)	-15%	6%	/
Cc1c(NC(=O)C(C)OC(=O)c2cccs2)c(=O)n(-c2ccccc2)n1C (stereo not given)	20%	-1%	6%
CCOc1ccc(Br)cc1S(=O)(=O)Nc1ccc(C(=O)Nc2ccccc2OC)cc1	-25%	-27%	2%
CCOC(=O)c1c(C)oc2nc(C)nc(NCCCN3CCN(c4cc(Cl)ccc4C)CC3)c12	-14%	?	-2%
c1nc(NC2CCCC2)c2[nH]cnc2n1	?	?	5%
O=C(C1CCCN(Cc2ccc(F)cc2)C1)N1CCCCC1 (stereo not given)	1%	-1%	/
COCCn1c(SCC(=O)N2CCCC2)nnc1-c1ccco1	3%	-1%	/
CCC(=O)NC(c1ccccc1)c1c(OC(C)=O)ccc2ccccc12 (stereo not given)	?	?	1%
COc1ccccc1N1CCN(S(=O)(=O)CCNC(=O)CC2CCCCC2)CC1	16µM*	16µM*	/
Cc1ccc(-n2nc3c(=O)n(C(C)C(=O)NCc4ccco4)nc(C)c3c2C)cc1 (stereo not given)	?	-14%&-30%	4%&6%
CCOC(=O)c1cc2sccc2n1CC(=O)Nc1ccc(OC)c(OC)c1	-1%	-12%	2%
OCC1(Cc2cccc(F)c2)CCN(Cc2ccc3cccc(F)c3n2)CC1	?	?	0%
CN(CCNS(=O)(=O)c1ccc2c(c1)oc(=O)n2C)Cc1ccccc1	-19%	-22%	0%
Cn1nnnc1NCc1cccc(Cl)c1Cl	9%	-17%	-3%
Cc1ccccc1OCCCn1c(=O)sc2ccccc21	-21%	14%	-4%
Cc1cc(O)cc(O)c1C(=O)Cc1ccccc1	?	-30%	3%
CNS(=O)(=O)c1ccc(NC(=O)Nc2ccc3c(c2)OCO3)cc1	-12%	-8%	4%[56.1 µM]

Single records (already shown). Order of values: DT40 TDP1 no CPT	DT40 TDP1 CPT	TDP1 block
`OCC1(Cc2cccc(F)c2)CCN(Cc2ccc3cccc(F)c3n2)CC1` is listed as ?	?	0%
`Cn1nnnc1NCc1cccc(Cl)c1Cl` is listed as 9%	-17%	-3%
`COc1ccccc1N1CCN(S(=O)(=O)CCNC(=O)CC2CCCCC2)CC1` is listed as 16µM*	16µM*	/
`CN(CCNS(=O)(=O)c1ccc2c(c1)oc(=O)n2C)Cc1ccccc1` is listed as -19%	-22%	0%
`Cc1ccccc1OCCCn1c(=O)sc2ccccc21` is listed as -21%	14%	-4%

Carrying on.
SMILES	DT40 TDP1 no CPT	DT40 TDP1 CPT	TDP1 block
COc1ccc(Cn2cc([N+](=O)[O-])nc2C)cc1[N+](=O)[O-]	-7%	18%	/
CCn1nnc(NC(=O)c2cccnc2Cl)n1	-14%	1%	2%
CC(NC(=O)CN(c1cccc(C(F)(F)F)c1)S(C)(=O)=O)c1ccccc1 (stereo not given)	?	?	/
CCn1cc(CN2CCN(CCC(C)C)C(CCO)C2)c2ccccc21 (stereo not given)	?	?	/
Cc1cc(S(=O)(=O)N2CCCCC2CCNC(=O)C(=O)NCC2CCCO2)ccc1F (stereo not given)	?	-6%	-3%
CCN(CC)CCN1CCN(c2cncc(-c3ccc4ccccc4c3)n2)CC1	16µM*	12µM*	/
CCOC(=O)CN1CCC(c2cc(-c3ccc(Cl)cc3)n[nH]2)CC1	?	?	/
COC(=O)c1ccc2cn[nH]c2c1	-24%	-1%	/
CC1(C)Cc2cccc(OCC(N)=O)c2O1	8%	14%	7%
Cc1ccccc1Nc1nccc(N(C)C)c1C#N	5%	-2%	0%
COc1ccc(/C=C(/NC(=O)c2ccccc2)C(=O)N/N=C/c2ccncc2)c(OC)c1	?	18%	3%
Cc1ccccc1CN1C(=O)c2ccccc2S(=O)(=O)c2ccc(C(=O)OCC3CCCO3)cc21 (stereo not given)	-20%	-7%	0%
COCCNC(=S)Nc1cc2oc3ccccc3c2cc1OC	7%	10%	7%
Cc1cccc(N2C(=O)CCSC23C(=O)N(Cc2ccc(F)cc2)c2ccccc23)c1 (stereo not given)	6.5µM*	9.2µM*	3%
CCN1CCCC(OC(=O)c2cc(-c3ccccc3Cl)nc3ccccc23)C1 (stereo not given)	?	?	0%
O=C(Nc1nccs1)c1cc2sccc2n1Cc1ccc(Cl)cc1	-24%	-26%	3%
C/C(=N/NC(=O)c1cccs1)c1cccc(N)c1	-14%	?	-4%
Cc1ccc(Sc2ncccc2COC(=O)Nc2ccccc2)cc1	?	-19%	1%
CCC(=O)Nc1ccc(NC(=O)CSc2nnnn2C2CCCC2)cc1C	19%	-2%	0%
Cc1cc(C(=O)CSc2nnnn2-c2ccccc2)c(C)n1CCc1ccccc1	?	-7%	7%

Shown bar-delimited: part of the list above.
mol | DT40 TDP1 no CPT | DT40 TDP1 CPT | TDP1 block
CCC(=O)Nc1ccc(NC(=O)CSc2nnnn2C2CCCC2)cc1C | 19% | -2% | 0%
Cc1cccc(N2C(=O)CCSC23C(=O)N(Cc2ccc(F)cc2)c2ccccc23)c1 (stereo not given) | 6.5µM* | 9.2µM* | 3%

3 compounds from above, sorted by molar mass, high to low.
SMILES	DT40 TDP1 no CPT	DT40 TDP1 CPT	TDP1 block
CCN(CC)CCN1CCN(c2cncc(-c3ccc4ccccc4c3)n2)CC1	16µM*	12µM*	/
OCC1(Cc2cccc(F)c2)CCN(Cc2ccc3cccc(F)c3n2)CC1	?	?	0%
CCOC(=O)CC(=O)CSc1ccc2nnc(-c3ccc(F)cc3)n2n1	-21%	-18%	7%

Next section:
SMILES	DT40 TDP1 no CPT	DT40 TDP1 CPT	TDP1 block
O=C(c1ccccc1)N1CCN(C(=O)N2CCCCC2)CC1	0%	-4%	1%
Cc1cnccc1CNC(=O)CC1C(=O)NCCN1CC(C)(C)C (stereo not given)	-1%	-17%	2%
O=C(Nc1ccnn1C1CCN(C2CCCCC2)CC1)c1cccc(F)c1	16%	-1%	/
c1ccc2c(c1)CC1(CCCC1)n1nnnc1-2	2%	-11%	8%
COc1ccc(/C=C/C(=O)C(C)(C)C)cc1OC	?	-5%	-3%
CC(=O)c1cccc(NC(=O)c2oc3c(c2C)-c2nn(Cc4ccc(Cl)cc4)cc2CC3)c1	26µM*	?	8%
COC(=O)C1=C(C)N(Cc2ccccc2)C(=NCc2ccc3c(c2)OCO3)N[C@H]1c1ccccc1	18µM*	?	1%
C[C@@H]1O[C@@H](O[C@@H]2[C@@H](O)[C@H](OCCc3ccc(O)c(O)c3)O[C@H](CO)[C@H]2OC(=O)/C=C/c2ccc(O)c(O)c2)[C@H](O)[C@H](O)[C@H]1O	-1%	-14%	-4%
Cn1cc(/C=C/c2cc[n+](C)cc2)c2cc(F)ccc21	0.58µM*	0.52µM*	/
Cc1ccccc1CNC(=O)c1ccc2nc(SCc3ccc(F)cc3)n(C)c2c1	?	?	1%
CC(C)Oc1ccc(F)cc1-c1cc(C(=O)Nc2ccccc2)[nH]n1	?	?	/
COc1ccc([N+](=O)[O-])cc1COc1ccc2c(-c3ccccc3)cc(=O)oc2c1	-9%	?	2%
COc1ccccc1-c1noc(-c2ccncc2)n1	-19%	-3%	2%
CC1Cc2ccccc2N1S(=O)(=O)c1cccc(C(=O)N2Cc3ccccc3CC2C(N)=O)c1 (stereo not given)	8.2µM*	16µM*	2%
COc1cc(/C=N/N=C/c2cc(OC)c(O)c(OC)c2)cc(OC)c1O	-12%	-24%	2%
CSc1ccc(CNC(=O)Cn2c(-c3cccs3)cc3cc(F)ccc32)cc1	?	-28%	2%
CC(C)(CC(=O)O)CC(=O)N1CCCN(c2nc3ccc(Cl)cc3s2)CC1	-13%	-22%	/
O=C(c1ccco1)N1CCN(c2ccc(S(=O)(=O)N3CCCC3)cc2)CC1	-20%	?	1%
COc1cc(/C=C/C(=O)Nc2cccc(S(=O)(=O)NC3=NCCCCC3)c2)ccc1OCC#N	26µM*	?	/
COC(=O)c1nnn(CC(=O)NC(=O)Nc2cccc(C)c2C)c1C(=O)OC	-6%&-14%	-9%&20%	-3%&3%
Cc1cc(C)n(CC(O)CN2c3ccccc3Sc3ccccc32)n1 (stereo not given)	?	?	6%
Cc1cc(N=CC2=C(O)CCCC2=O)no1	-1%	0%	-2%
COc1ccc2c(c1)c1nnc(SC)nc1n2C	-19%	-12%	4%
Cc1ccccc1-c1nc(-c2ccc(NC(=O)c3cccs3)cc2)no1	?	23µM*	-2%
Cc1ccc(C(=O)Nc2cccc(C(F)(F)F)c2)cc1NC(=O)c1ccno1	12µM*	?	0%
CC(C)c1ccc([C@@H]2O[C@H](C)CC3=C2C(=O)OC(C)(C)O3)cc1	?	-19%	/
O=C(COC(=O)COc1ccc(Cl)cc1)NCc1cccs1	-1%	?	0%
Cc1ccsc1C(=O)NCCc1c[nH]c2ccccc12	4%	?	7%
CCOC(=O)N1CCN(CC(=O)Nc2c(C(=O)OC)[nH]c3cccc(Cl)c23)CC1	?	-16%	7%
COc1ccccc1N1CCN(C(=O)CCCCCn2c(=S)[nH]c3cc4c(cc3c2=O)OCO4)CC1	10µM*	?	/
CN(C)c1cccc(Nc2ccc(-c3ccc(OC(F)(F)F)cc3)cn2)c1	?	?	/
Cc1cccc(NC(=O)C2CCN(c3cnccn3)CC2)c1	-4%	-10%	-2%
Cc1cc(C)cc(NC(=S)NCc2ccncc2)c1	1%	-1%	5%
CN=c1oc2ccc(Cl)cc2cc1C(N)=O	-28%	6%	2%
CCOC(=O)C1(Cc2cccc(OC)c2)CCCN(C(=O)c2ccccc2C)C1 (stereo not given)	16µM*	?	6%
COC(=O)C1=C(C(=O)c2ccc(C)cc2)C(c2ccccc2)n2nnnc2N1 (stereo not given)	-11%	6%	6%
COc1ccc2cnn(-c3ccccc3)c(=O)c2c1OC	?	?	4%
Nc1nc2cc3ccccc3cc2[nH]c1=O	?	-21%	/
O=C(Cn1c(=O)c2cccn2c2ccccc21)NCCc1ccccc1	-23%&-22%	-22%&0%	0%&4%
CCOC(=O)[C@]12CCCC=C1N(Cc1ccco1)C(=O)[C@H](CC(=O)N1CCCCC1)C2	?	?	/
Cc1ccc2oc(=O)c3cnn(CC(=O)NCCc4ccsc4)c3c2c1	-25%	-21%	3%
COc1cccc(CN(C(=O)COc2ccccc2[N+](=O)[O-])C2CCS(=O)(=O)C2)c1 (stereo not given)	?	?	0%
OC(c1ccc(F)cc1)c1ncc(-c2ccccc2Cl)[nH]1 (stereo not given)	-24%	?	/
CC(C)c1nc(N2CCN(C(=O)c3ccco3)CC2)c(C#N)c2c1COC(C)(C)C2	21µM*	15µM*	/
Cc1nc(CCNC(=O)C2CCC(=O)N(CCc3cccc(F)c3)C2)sc1C (stereo not given)	6%	-2%	6%
COc1ccccc1OC(C)C(=O)Nc1ccc(S(=O)(=O)Nc2nccs2)cc1 (stereo not given)	3%	2%	10%
COc1cc2cc(Oc3ccc4ccc(=O)oc4c3)c(=O)oc2cc1OC(C)=O	-1%	2%	1%
CCOC(=O)c1c(C)[nH]c(C(=O)OCC(=O)Nc2cc(C)c(Cl)cc2OC)c1C	4.6µM*	3.7µM*	1%
